Screens deposited in PubChem BioAssay by several laboratories.
E coli growth: bacterial growth inhibition, counter-screen for AddAB inhibitors; hit rate 0.27% among 330,000; AID 449728; E. coli V3065 growth, OD600 absorbance, 18 h; inhibition, % at 11.9 µM;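 active = inhibition above the campaign's mean inhibition across all tested compounds plus 3 SD, cut at about 9.9% in these data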;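 note: uninfected addAB+ strain grown without phage in ampicillin broth; 0% = DMSO wells and 100% = ciprofloxacin 0.95 µg/ml wells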
CAL PDZ FP-1: CAL PDZ (human) peptide binding inhibition | purified CAL PDZ, TMR-peptide fluorescence polarization, 1 h | AID 602252 | Q9HD26 | hit rate 0.92% among 300,000 | inhibition, % at 24.9 µM;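 active = mean inhibition of at least 30% with at least half of replicates also reaching 30%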;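 note: 0% = DMSO neutral control and 100% = excess unlabeled competitor peptide PRC23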
Tat export inh: blocks Tat-dependent protein export in E. coli; E. coli MC4100 TorA-mCherry Tat export, fluorescence; inhibition, % at 10 µM; hit rate 0.036% among 340,000; AID 488895;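 active = mean replicate inhibition at least 50% and at least half of replicates individually reaching 50%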;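 note: exported cargo escapes ClpAP degradation while cytoplasmic cargo is degraded and loses fluorescence; 0% = median of neutral control wells and 100% = median of NaSCN control wells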
AddAB inh: less growth of phage-infected E. coli with AddAB; E. coli expressing H. pylori AddAB, absorbance growth; hit rate 0.29% among 330,000; inhibition, % at 11.9 µM; in the data active = inhibition above about 12%;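 note: 0% = vehicle wells of infected cells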
CAL PDZ FP-2: human CAL PDZ-peptide interaction inhibition | hit rate 0.02% among 330,000 | Q9HD26 | AID 504414 | purified CAL PDZ, TMR-peptide fluorescence polarization, 1 h | inhibition, % at 20 µM;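 active = highest replicate inhibition of at least 40%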;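 note: plate controls were DMSO neutral control wells for no effect and unlabeled competitor peptide control wells for full effect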
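System: tagged CAL PDZ domain. Schedule: 1 h room-temperature incubation prior to read. Signal: fluorescence polarization (mP). Measure: percent inhibition from loss of millipolarization.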
SR-BI DiI inh: inhibitors of mouse SR-BI mediated HDL lipid uptake | Q61009 | ldlA[mSR-BI] CHO cells, DiI-HDL uptake fluorescence, 3 h | inhibition, % at 12.5 µM | hit rate 0.96% among 320,000 | AID 488896;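 active = mean replicate inhibition of at least 70% and a set share of replicates each scoring 70 or more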;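 note: 0% = median of neutral control wells and 100% = median of positive control wells; values of inactives mirror those of a sister screen read the other way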
Target sequence (Q61009 whole entry, looked up): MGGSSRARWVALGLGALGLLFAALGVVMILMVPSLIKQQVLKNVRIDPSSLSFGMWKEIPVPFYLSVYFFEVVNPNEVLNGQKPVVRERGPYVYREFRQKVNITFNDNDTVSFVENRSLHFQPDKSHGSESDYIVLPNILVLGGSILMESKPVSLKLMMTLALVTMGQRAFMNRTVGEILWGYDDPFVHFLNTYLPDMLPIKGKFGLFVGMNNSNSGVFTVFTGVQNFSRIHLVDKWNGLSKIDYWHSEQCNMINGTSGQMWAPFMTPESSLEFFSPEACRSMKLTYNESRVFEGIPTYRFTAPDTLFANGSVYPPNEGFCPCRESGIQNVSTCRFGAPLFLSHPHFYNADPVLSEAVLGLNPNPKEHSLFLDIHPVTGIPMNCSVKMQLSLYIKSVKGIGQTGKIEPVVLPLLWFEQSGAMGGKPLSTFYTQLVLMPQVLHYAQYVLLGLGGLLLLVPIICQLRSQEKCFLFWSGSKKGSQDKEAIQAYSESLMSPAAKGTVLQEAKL
SR-BI DiI-HDL act: enhances SR-BI lipid uptake from DiI-HDL. activation, % at 12.5 µM. CHO ldlA[mSR-BI] cells, DiI-HDL uptake fluorescence, 3 h; 100 = double the neutral-control signal. hit rate 0.096% among 320,000;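 active = mean replicate activation of at least 60% and every replicate at or above 60%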;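 note: 0% = median plate neutral-control signal and 100% = twice that signal; values of inactives mirror those of a sister screen read the other way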
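Material: SR-BI-overexpressing, LDLR-lacking CHO cells | Dosing: Single compound concentration, delivered by pin transfer | Probe or stimulus: Labelled HDL, 10 µg/mL | Signal: Bottom-read cell fluorescence after medium removal, ex 550/em 595 nm | Schedule: 3 h, 37 °C | Evaluation: HDL uptake via cellular fluorescence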
MITF TRPM1 HTS: MITF TRPM1 promoter activation in melanoma cells; activation, % at 12.5 µM; AID 588334; hit rate 0.75% among 300,000; SK-MEL-5 TRPM1-promoter luciferase, 24 h; % of positive control, neutral wells = 0;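 active = mean activation of at least 80% with every replicate also reaching 80%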;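 note: 0% = neutral control wells and 100% = parthenolide positive control wells; values of inactives mirror those of a sister screen read the other way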
Wnt act: activates Wnt/beta-catenin signaling in a reporter cell assay; activator, plate reader; activation, % at 9.35 µM; hit rate 1.2% among 300,000; in the data active = activation above about 30%, passing the limit was not always enough;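 note: 0% = neutral control wells and 100% = positive control wells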
phage Ecoli inh: E. coli growth loss with phage present; growth absorbance; inhibition, % at 11.9 µM; hit rate 0.26% among 360,000; AID 651602; in the data active = inhibition above about 11%
An asterisk follows results filed as active; . = not tested or not shown.

The opening 2 compounds as a preview:
SMILES	E coli growth	CAL PDZ FP-1	Tat export inh	AddAB inh	CAL PDZ FP-2	SR-BI DiI inh	SR-BI DiI-HDL act	MITF TRPM1 HTS	Wnt act	phage Ecoli inh
CC(C)(CSc1ccccn1)NS(=O)(=O)c1ccc(Cl)cc1	0.8	-2	-11	1.0	0.1	-3	3	7	-3	3.5
Cc1ccc(CNC(=O)C2CC=CCC2C(=O)O)cc1 (centres undefined)	-2.0	1	12	-2.4	-0.6	-9	9	1	1	0.3

Results, repeating the preview:
SMILES	E coli growth	CAL PDZ FP-1	Tat export inh	AddAB inh	CAL PDZ FP-2	SR-BI DiI inh	SR-BI DiI-HDL act	MITF TRPM1 HTS	Wnt act	phage Ecoli inh
CC(C)(CSc1ccccn1)NS(=O)(=O)c1ccc(Cl)cc1	0.8	-2	-11	1.0	0.1	-3	3	7	-3	3.5
Cc1ccc(CNC(=O)C2CC=CCC2C(=O)O)cc1 (centres undefined)	-2.0	1	12	-2.4	-0.6	-9	9	1	1	0.3
CCc1cc2c(=O)[nH]cnc2s1	-2.4	.	-7	0.9	-0.3	-18	18	.	-1	1.4
c1ccc(-n2nnnc2NC2CCCCC2)cc1	-3.5	0	3	0.0	-2.7	7	-7	-2	-2	1.1
Cc1cccc([C@@H]2[C@@H]3C(=O)N(Cc4ccccc4)C(=O)[C@@H]3[C@]3(Cc4ccc(Cl)cc4)C(=O)N(c4ccccc4)C(=O)N23)c1	3.0	1	-3	4.6	0.0	-29	29	1	0	2.3
CCCCNC(=O)NNC(=O)COc1cc(C)cc(C)c1	-1.5	1	4	1.5	-1.3	-17	17	-12	-2	0.4
O=C(Nc1ccc(S(=O)(=O)Nc2ccccc2)cc1)C1COc2ccccc2O1 (centres undefined)	5.5	-5	6	3.5	-2.5	-5	5	3	-5	3.1
COc1cccc(/C=C2\SC(=S)N(CCCC(=O)NC3=NCCS3)C2=O)c1	0.2	1	-4	1.6	-0.8	8	-8	-12	6	-0.6
Fc1ccc(-n2c(CN3CCCCC3)n[nH]c2=S)cc1	-4.0	-6	1	-0.8	-0.3	-8	8	8	1	3.0
Cc1nc(N)c(Br)c(C)c1Br	1.1	3	2	0.2	-0.1	-18	18	8	-1	0.9
O=C(CC1(O)C(=O)N(Cc2ccccc2)c2ccccc21)c1ccc2c(c1)OCO2 (centres undefined)	-0.7	-3	0	-1.6	-0.7	-26	26	.	.	1.9
Cc1cc2ncn(C(=O)N3CCCCC3)c2cc1C	-1.2	-1	-6	1.3	-0.7	-17	17	31	0	1.9
CCOc1ccccc1N(C(=O)CNC(=O)c1ccco1)C(C(=O)NC1CCCC1)c1cccnc1 (centres undefined)	-1.2	-6	6	-1.2	-2.4	-3	3	.	-2	3.7
O=S(=O)(NCc1ccc(F)cc1)c1ccc(Br)cc1Br	0.2	-1	-9	2.0	-1.4	41	-41	4	0	3.9
O=c1oc(-c2cccc(Cl)c2)nc2c1cnn2-c1ccccc1	1.4	-1	-5	0.6	-2.5	-2	2	-6	3	-0.8
N#C/C(=C\c1ccc(-c2cccc([N+](=O)[O-])c2)o1)C(=O)NCCN1CCOCC1	-2.8	9	5	-1.3	0.6	60	-60	-4	-3	2.8
COc1ccccc1NC(=O)Cn1nnc2sc3c(c2c1=O)CC(C)(C)OC3	1.3	.	.	6.1	.	.	.	.	0	1.6
Fc1ccccc1N1CCN(C2CCCN(Cc3cccc(C(F)(F)F)c3)C2)CC1 (centres undefined)	1.0	-3	4	1.2	-1.7	22	-22	-7	-1	1.7
CCC1Sc2ccc(S(=O)(=O)Nc3ccc(OC)cc3)cc2NC1=O (centres undefined)	2.1	-1	-3	2.0	-2.4	-10	10	8	-2	1.2
O=C(NCc1ccccc1)c1nc[nH]c1C(=O)NCc1ccccc1	-1.4	.	14	-4.2	0.2	-10	10	-8	-2	1.6

Look-ups from the list.
`c1ccc(-n2nnnc2NC2CCCCC2)cc1` | Tat export inh = 3
`Cc1cc2ncn(C(=O)N3CCCCC3)c2cc1C` | MITF TRPM1 HTS = 31
`CC(C)(CSc1ccccn1)NS(=O)(=O)c1ccc(Cl)cc1` | AddAB inh = 1.0
`Cc1nc(N)c(Br)c(C)c1Br` | MITF TRPM1 HTS = 8
`Fc1ccccc1N1CCN(C2CCCN(Cc3cccc(C(F)(F)F)c3)C2)CC1` (centres undefined) | phage Ecoli inh = 1.7
`O=c1oc(-c2cccc(Cl)c2)nc2c1cnn2-c1ccccc1` | Tat export inh = -5

Reprinted at random: 6 entries already listed
SMILES	E coli growth	CAL PDZ FP-1	Tat export inh	AddAB inh	CAL PDZ FP-2	SR-BI DiI inh	SR-BI DiI-HDL act	MITF TRPM1 HTS	Wnt act	phage Ecoli inh
O=C(Nc1ccc(S(=O)(=O)Nc2ccccc2)cc1)C1COc2ccccc2O1 (centres undefined)	5.5	-5	6	3.5	-2.5	-5	5	3	-5	3.1
CCC1Sc2ccc(S(=O)(=O)Nc3ccc(OC)cc3)cc2NC1=O (centres undefined)	2.1	-1	-3	2.0	-2.4	-10	10	8	-2	1.2
Cc1cc2ncn(C(=O)N3CCCCC3)c2cc1C	-1.2	-1	-6	1.3	-0.7	-17	17	31	0	1.9
O=c1oc(-c2cccc(Cl)c2)nc2c1cnn2-c1ccccc1	1.4	-1	-5	0.6	-2.5	-2	2	-6	3	-0.8
Cc1ccc(CNC(=O)C2CC=CCC2C(=O)O)cc1 (centres undefined)	-2.0	1	12	-2.4	-0.6	-9	9	1	1	0.3
CCCCNC(=O)NNC(=O)COc1cc(C)cc(C)c1	-1.5	1	4	1.5	-1.3	-17	17	-12	-2	0.4

(listing goes on)
SMILES	E coli growth	CAL PDZ FP-1	Tat export inh	AddAB inh	CAL PDZ FP-2	SR-BI DiI inh	SR-BI DiI-HDL act	MITF TRPM1 HTS	Wnt act	phage Ecoli inh
CCN(CC(=O)NCc1cccs1)C(=O)c1cccc(S(=O)(=O)Nc2cccc(C)c2)c1	-2.5	-5	8	1.6	-1.6	52	-52	-4	-1	0.9
CCOc1ccc(OCc2ccc(C(=O)N(C)c3ccccc3)o2)cc1	.	-5	5	.	0.9	8	-8	.	-1	3.1
COC(=O)CSc1nc2cc3c(cc2cc1C)OCCO3	1.1	-3	4	2.5	-2.2	28	-28	8	.	0.5
COCCNC(=O)Cn1c(=O)n(Cc2ccco2)c(=O)c2ccccc21	-1.1	-9	5	0.7	-1.3	9	-9	.	.	0.3
COc1ccc(Nc2nc(-c3cccc([N+](=O)[O-])c3)nc3ccccc23)cc1	0.6	6	-6	4.5	1.7	88*	-88	3	.	1.6
O/N=C/c1ccccc1Oc1ccc(Cl)cc1	1.8	-4	-7	2.9	-1.3	-8	8	1	-1	0.5
CC1(C)CC(=O)C(C2=NC3(CCCCCC3)Cc3ccccc32)=C(O)C1	0.4	-3	-4	-0.6	-0.1	1	-1	-6	-1	1.9
O=C(Nc1cccc(-c2cn3c(n2)SCC3)c1)c1ccc(Br)o1	-1.6	-4	-3	0.0	10	3	-3	14	3	1.1
COc1ccc(C)cc1NC(=O)CNC(=O)c1sc2ccccc2c1Cl	2.4	-3	-2	-0.2	-3.2	14	-14	-13	-1	1.8
O=C(NCc1nc2ccccc2[nH]1)c1ccc(S(=O)(=O)N2CCOCC2)cc1	-1.3	1	8	3.6	-0.9	-13	13	-7	0	3.4
CC1=C(C(=O)OC2CCCCC2)C(c2ccc(N(C)C)cc2)NC(=O)N1 (centres undefined)	-1.7	-1	6	1.0	-0.3	2	-2	-7	-1	1.4
O=C(ONC1=NCCCCC1)c1c(F)cccc1F	0.7	-5	-3	4.4	-1.3	-28	28	.	-3	3.2
COc1ccc(C(=O)Nc2ccc3c(c2)OCCO3)cc1	3.7	-6	4	4.8	-2.3	-2	2	-12	.	2.1
COc1ccc(C(C)=O)cc1CS(=O)(=O)CC(=O)NCCc1c[nH]c2ccccc12	-0.2	-3	0	1.6	0.0	39	-39	-13	-2	0.8
CCCCCc1cc(=O)oc2c(C(CCN3CCN(c4ccccc4)CC3)c3ccc4c(c3)OCO4)c(OC)cc(OC)c12 (centres undefined)	-0.9	-1	-13	-0.3	0.3	-22	22	-9	0	3.5
Cc1cc(/C=C(/C#N)c2nc3ccccc3[nH]2)c(C)n1-c1ccccc1C(=O)O	-2.7	5	6	-2.3	-2.1	-4	4	13	-2	1.5
COCCCn1cc(C(=O)c2cc(OC)ccc2OCC(=O)Nc2cc(C)on2)cc(C#N)c1=O	2.9	-2	-8	0.3	-0.2	3	-3	-4	.	2.2
COC(=O)c1ccc(CNC(=O)COC(=O)/C=C/c2ccc(OC)c(OC)c2)cc1	-0.3	8	-1	-0.2	0.4	54	-54	6	1	8.0
c1ccc(-n2cnnc2SCc2cn3ccsc3n2)cc1	0.8	-1	-1	0.0	-1.1	-5	5	1	.	2.7
Cc1nn(Cc2ccccc2)c(C)c1C(=O)OCC(=O)c1cc(C)n(CC(F)(F)F)c1C	0.7	-6	26	-0.2	-1.3	.	.	4	.	1.8
N#C/C(=N\Nc1cccc(C(F)(F)F)c1)C(=O)c1csc(-c2cccnc2)n1	0.2	-4	-2	1.4	-3.0	.	.	.	-2	-1.4
CCN(CC)c1ccc(C(=O)Nc2cccc(F)c2)cc1	4.5	-1	1	2.6	0.0	44	-44	35	.	5.8
Cc1ccc2c(C)nc(SC(C(=O)c3ccccc3)c3ccccc3)nc2c1 (centres undefined)	2.7	-1	6	2.3	-2.8	18	-18	15	1	4.4
Cc1ccc(N(CC(=O)NCC2CCCO2)C(=O)CCC(=O)Nc2nccs2)cc1C (centres undefined)	-0.6	-1	2	0.3	-0.7	-4	4	3	0	3.4
Cc1ccc(S(=O)(=O)NCC(=O)N2CCN(c3ccccn3)CC2)cc1	0.0	-8	-8	3.4	-0.5	14	-14	-9	.	2.4
Cc1ccccc1CSc1nc2c(c(=O)[nH]1)CCC2	0.2	-5	0	-0.3	.	-4	4	0	0	.
Cc1ccc(Nc2nc(NCCO)nc3c2cnn3C)cc1Cl	0.0	4	-7	-2.2	-0.9	21	-21	-2	8	-0.2
Cc1ccc(S(=O)(=O)N2CCOCC2)cc1NC(=O)COC(=O)COc1cccc2c1OC(C)(C)C2	-2.5	4	2	3.1	-1.4	-3	3	-1	-2	2.9
COc1cc2ccccc2cc1C(=O)Nc1ccc(NC(=O)c2cccs2)cc1	-0.9	0	2	3.6	-1.4	.	.	-9	-6	-0.8
CSc1nc2c(c(=O)n1-c1ccc(F)cc1)SCC2	-0.2	0	-6	1.1	-2.0	-1	1	2	.	0.2
Cc1ccc(-c2csc(NC(=O)c3ccc(C)o3)n2)cc1	-0.6	-4	-2	3.6	-1.9	1	-1	5	-2	4.7
OC(Cn1cncn1)c1ccc(Cl)cc1 (centres undefined)	0.5	3	0	2.1	.	-7	7	-1	.	3.0
